AID2073 = disruptors of CaV2.2 binding to Mint1 – biochemical, HTRF (AID 2073); actives 0.19% (n = 290,000); HTRF protein-protein interaction, Mint1-CaV2.2; higher % means a stronger effect; one-dose inhibition, % at 20 µM; IC50 in µM for titrated hits; in the data active = inhibition mostly above about 51%, no sharp cut-off; note: some results filed as inactive read as strong as hits
human PMI inhibition = inhibitors of human PMI, primary screen, biochemical, fluorescence intensity, coupled assay (AID 1209); purified PMI enzyme, coupled fluorescence intensity; higher % means a stronger effect; inhibition, % at 20 µM; hits with a dose series show IC50 in µM; actives 0.42% (n = 190,000);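 note: plate controls were DMSO vehicle for no effect and wells lacking substrate for full effect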
PMI inhibition = MPI inhibition at elevated mannose 6-phosphate – biochemical, fluorescence intensity, high mannose 6-phosphate, primary screen (AID 1220) | recombinant PMI enzyme, coupled fluorescence intensity; higher % means a stronger effect | one-dose inhibition, % at 20 µM; IC50 in µM for titrated hits | actives 0.66% (n = 190,000)
M17LAP inhibition = P. falciparum M17LAP inhibitors, primary screen, biochemical, fluorogenic H-Leu-NHMec substrate, 1536-well (AID 1619). recombinant M17LAP, H-Leu-NHMec fluorogenic kinetic assay; higher % means a stronger effect. inhibition, % at 30 µM; hits with a dose series show IC50 in µM. actives 0.38% (n = 220,000);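 active = compound inhibiting the enzyme by more than half at any dose during confirmatory dose-response retesting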;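 note: plate controls were full reaction with DMSO carrier for no effect and no enzyme background for full effect; strong numbers were not always called active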
Dynein cargo inh = dynein cargo transport inhibition. 3617.4 mouse cells, GR-EGFP nuclear translocation imaging; test concentration mostly 20 µM; stimulated with dexamethasone, 1 µM; active compounds read low. z-score, hits read low. actives 0.47% (n = 220,000). AID 1381;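 active = plate z-score of nuclear minus cytoplasmic receptor signal below a set negative limit, without overly bright fluorescence or cell loss, cut at about -3.5 in these data, passing the limit was not always enough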;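 note: z-score of nuclear minus cytoplasmic ring GR-EGFP intensity difference per well; some compounds called inactive have numbers as strong as hits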
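medium = tetracycline-free induction medium containing charcoal-stripped FBS | probe or stimulus = dexamethasone, 1.0 µM final | timing = 48 h induction, then 1 h compound, then 30 min agonist, 37 °C | detection = automated 10x imaging of fixed Hoechst-stained cells | read-out basis = nuclear versus cytoplasmic GR-EGFP signal, averaged per well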
SIAH1 antagonists = blockers of Siah-1 interaction with plectin peptide – biochemical, fluorescence polarization, rhodamine-plectin, uHTS, primary screen (AID 1817) | Siah-1 / rhodamine-plectin peptide fluorescence polarization; higher % means a stronger effect | one-dose displacement, % at 20 µM; IC50 in µM for titrated hits | actives 0.02% (n = 290,000);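 active = displacement of at least 50% at 20 µM, with a fluorescence ratio check between 0.3 and a set limit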;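 note: plate controls were Siah plus tracer with DMSO for no effect and tracer alone without Siah for full effect; strong numbers were not always called active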
XIAP antagonists = XIAP antagonists, biochemical, IAP family, fluorescence polarization (AID 1018) | XIAP BIR domain, fluorescence polarization peptide displacement; higher % means a stronger effect | one-dose displacement, % at 20 µM; IC50 in µM for titrated hits | actives 0.007% (n = 200,000); in the data active = displacement above about 50%; note: a part of the inactive calls stands beside numbers as strong as those of hits
LYP phosphatase = inhibitors of LYP phosphatase, biochemical, fluorescence intensity, uHTS (AID 1779). recombinant LYP phosphatase, fluorescence intensity; higher % means a stronger effect. inhibition, % at 11.5 µM; hits with a dose series show IC50 in µM. actives 0.054% (n = 290,000);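 note: plate controls were vehicle with enzyme for no effect and no enzyme for full effect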
P. falciparum M1AAP = P. falciparum M1AAP inhibitors, biochemical, fluorogenic H-Leu-NHMec substrate, 1536-well (AID 1445). recombinant M1AAP, H-Leu-NHMec fluorogenic kinetic assay; higher % means a stronger effect. actives 0.42% (n = 220,000). inhibition, % at 30 µM, or IC50 in µM where a hit was titrated;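 active = primary inhibition above the hit cutoff, then over 50% inhibition at one or more dose response concentrations, cut at about 23% in these data, passing the limit was not always enough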;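 note: plate controls were DMSO full reaction for no effect and no enzyme background for full effect; strong numbers were not always called active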
Dynein cargo inh cytoplasmic EGFP = recorded beside Dynein cargo inh, whose call it bears; z-score; measured here: cytoplasmic GR-EGFP intensity; active compounds read high
Dynein cargo inh nuclear GR-EGFP = second read-out of Dynein cargo inh, no call of its own (marks repeat the call); z-score; measured here: nuclear GR-EGFP intensity;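 lower value marks the stronger effect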
Dynein cargo inh cell count = further read-out of Dynein cargo inh, marked with its call; z-score; measured here: cell count per field
Numbers without * were called inactive; · = not tested or not shown. Cut-off read from the data, not from the text of the source, unless noted: active = inhibition above about 50%; inactive = the rest. Compounds were not picked by outcome; overall some 2.1% were active at least once.

# | AID2073 | human PMI inhibition | PMI inhibition | M17LAP inhibition | Dynein cargo inh | Dynein cargo inh cytoplasmic EGFP | Dynein cargo inh nuclear GR-EGFP | Dynein cargo inh cell count | SIAH1 antagonists | XIAP antagonists | LYP phosphatase | P. falciparum M1AAP | molecule
1 | 4.2% | 18.9% | 16.1% | 7.5% | -0.223 | -0.27 | -0.126 | 1.01 | -5.3% | -1.5% | 2.4% | -2.0% | CC(C)CCNC(=O)c1cccc(S(=O)(=O)N2CCc3ccccc32)c1
2 | 0.6% | 12.3% | 3.6% | -6.9% | -0.133 | -0.29 | 0.0584 | 0.085 | -3.2% | -10.7% | -9.5% | 1.9% | COc1ccc(C(=O)NCCN2CCOCC2)c(OC)c1OC
3 | 14.4% | · | · | 6.5% | 0.0618 | -0.267 | -0.00209 | 0.326 | -1.0% | · | -8.2% | 1.8% | Cc1ccc2[nH]c3c(=O)n(N)c(=O)[nH]c3c2c1
4 | 7.3% | -17.4% | -9.6% | 0.9% | 0.303 | -0.0241 | 0.548 | -0.945 | -0.3% | -26.6% | -6.8% | 6.3% | O=S(=O)(NCCc1cn2ccccc2n1)c1ccc(F)c(C(F)(F)F)c1
5 | 11.9% | 5.1% | 5.5% | -1.3% | 0.365 | -0.388 | -0.379 | 0.139 | 0.4% | -4.1% | 1.5% | -6.5% | CCN(c1ccccc1)S(=O)(=O)c1ccc(OC)c(NC(=O)c2cccs2)c1
6 | 0.6% | 2.1% | 2.4% | -1.6% | 0.468 | 0.846 | 0.886 | -0.28 | 2.4% | -2.0% | -1.8% | 5.0% | COCCOc1ccc(C(F)(F)F)cc1NC(=O)c1ccc(F)cc1
7 | -6.9% | 2.3% | -5.0% | 10.9% | 0.206 | -0.148 | 0.393 | -0.246 | 3.8% | -8.6% | -6.2% | 6.4% | CCn1cc(C2=NOC(C(=O)O)C2)c(C)n1 (stereo unspecified)
8 | 6.0% | -10.6% | -4.0% | 18.1% | -0.186 | -0.186 | 0.192 | -0.124 | 7.3% | -24.7% | -11.9% | 1.3% | CON(C)c1nc(NCC(C)C)nc(OCC#N)n1
9 | 5.1% | -2.3% | 2.9% | 0.7% | 0.254 | -0.173 | 0.0342 | -0.123 | -1.1% | -1.5% | 1.1% | 4.3% | COc1ccc(S(=O)NC2CCCCC2)c(OC)c1C (stereo unspecified)
10 | -20.2% | -2.7% | 4.8% | -2.1% | -1.02 | -0.259 | -0.431 | 0.953 | -0.4% | -8.4% | -3.4% | -1.4% | c1ccc2c(Nc3ccc4c(c3)OCCO4)c3c(nc2c1)CCCC3
11 | -2.1% | 1.0% | 2.2% | 2.7% | -1.11 | -0.235 | -0.51 | 0.482 | 7.4% | -2.8% | -3.0% | 1.3% | O=C(CSc1c2c(nc3cc(Cl)ccc13)CCCC2)NCCN1CCOCC1
12 | 4.2% | 4.2% | 3.0% | 5.2% | 0.223 | -0.228 | -0.0394 | 0.652 | -4.0% | -7.6% | -5.0% | 15.6% | CCOc1ccccc1Oc1c(C)oc2cc(OC(=O)c3ccco3)ccc2c1=O
13 | 18.9% | 18.5% | 10.0% | -33.9% | 1.1 | 0.0599 | 0.479 | -1.13 | -1.8% | -1.8% | -1.7% | 7.0% | CCOc1ccc(/C=N/NC(=O)c2ccccc2NC(=O)c2ccc(OC)cc2)cc1
14 | -3.8% | 3.6% | 7.4% | -10.5% | 0.232 | -0.251 | 1.31 | -0.196 | 15.1% | -17.8% | -3.8% | 4.1% | CCS(=O)(=O)N1CCCC(C(=O)NCCc2ccc(C)cc2)C1 (stereo unspecified)
15 | 2.1% | 6.2% | 9.9% | 6.7% | 0.572 | -0.129 | 0.686 | -0.816 | 1.7% | -1.0% | -0.3% | -1.7% | COc1ccc(C(=O)Nc2ccccc2C(=O)NCc2ccco2)cc1OC
16 | 42.4% | 0.0% | -9.0% | 2.9% | -0.946 | 0.0157 | -0.526 | 2.82 | -2.5% | -6.8% | -11.9% | 2.7% | Cn1c(SCc2nc(-c3ccc(Cl)cc3)no2)nnc1-c1cccs1
17 | -8.8% | -1.5% | -7.4% | 13.1% | -0.138 | -0.23 | 0.104 | 0.293 | -5.5% | -3.8% | -7.0% | 7.4% | CC1(C)Cc2c(c(-c3ccco3)nc3n[nH]c(N)c23)CO1
18 | -8.3% | -3.1% | 18.3% | -3.0% | -0.555 | -0.307 | -0.382 | 0.426 | 1.9% | -7.7% | 5.1% | 6.8% | COc1ccc(NC(=S)N2CCN(c3ccc([N+](=O)[O-])cc3)CC2)cc1OC
19 | 43.7% | 66.7%* | · | 13.6% | -2.74 | -0.0628 | -1.5 | -0.0885 | -0.5% | -4.4% | 2.6% | 3.5% | COCC(C)N1C(=O)Cc2c1nc(N)c1c(N)nc(N3CCN(c4ccccc4F)CC3)c(C#N)c21 (stereo unspecified)
20 | 1.5% | -5.7% | -11.7% | -1.4% | 0.512 | -0.209 | 0.441 | -0.294 | 0.8% | -5.3% | -8.4% | 10.6% | O=C(/C=C/c1cnc2ccccc2n1)NC12CC3CC(CC(C3)C1)C2
21 | 9.4% | 8.0% | 7.9% | 7.4% | -0.53 | -0.24 | -0.0422 | 0.453 | 2.0% | -1.9% | -3.3% | 4.8% | COc1cc(-c2noc(-c3ccccc3C(=O)NCc3ccco3)n2)cc(OC)c1OC
22 | -1.3% | -16.7% | -13.9% | -33.3% | 0.894 | -0.26 | 0.497 | -0.0641 | -6.6% | 0.3% | -8.1% | -3.2% | Cc1ccc(N2C(=O)c3ccc(C(=O)O)cc3C2=O)c(C)c1
23 | 9.1% | 10.1% | 4.7% | 1.0% | -0.639 | 0.384 | -0.438 | 1.02 | 3.9% | -2.0% | -5.2% | 3.9% | CCCc1cc(=O)oc2cc3oc(C)c(C)c3cc12
24 | -9.3% | · | · | -5.3% | -0.311 | 0.0863 | -0.177 | 0.73 | -4.2% | · | -9.0% | -2.2% | Cc1cccc(NC(=S)NCCc2ccccn2)c1
25 | -1.7% | -8.3% | -14.6% | -0.6% | -0.92 | -0.273 | -0.672 | 1.33 | -5.6% | -3.3% | -16.1% | 5.9% | CN(CC(O)CN)CC(O)CN1CCCCC1 (stereo unspecified)
26 | 23.8% | -38.1% | -22.3% | 25.8% | -0.424 | -0.169 | -0.0506 | 0.791 | 2.1% | -1.7% | -7.9% | 11.4% | CC(NC(=O)C(C(=O)c1cccc([N+](=O)[O-])c1)n1cc(Cl)ccc1=O)c1ccccc1 (stereo unspecified)
27 | 4.1% | 0.7% | 1.9% | 7.8% | -0.603 | -0.293 | -0.578 | 0.826 | 5.6% | -1.4% | 2.5% | -2.5% | CC1CCCN(c2ccc(C(=O)Nc3nnc(C4CC4)s3)cc2[N+](=O)[O-])C1 (stereo unspecified)
28 | -3.6% | 10.8% | 11.4% | -9.0% | 0.239 | -0.455 | 0.0784 | 0.558 | 0.6% | -4.3% | -3.9% | 6.2% | CC1=C(C(=O)OCc2ccc3c(c2)OCO3)C(c2ccccc2)NC(=O)N1 (stereo unspecified)
29 | -8.5% | -4.9% | -2.8% | 4.6% | -0.699 | -0.231 | -0.582 | 0.907 | 10.0% | -3.2% | -2.2% | 6.1% | Cc1cc(C)nc(SCCC(=O)Nc2ccc(F)cc2)n1
30 | -9.1% | 8.7% | 11.0% | 11.2% | -0.0308 | -0.25 | -0.287 | 0.756 | 1.5% | 0.9% | -2.9% | 22.3% | Cn1c(SC/C=C/c2ccccc2)nnc1-c1cnccn1
31 | 6.0% | 12.0% | 1.9% | -0.3% | -0.314 | -0.212 | -0.25 | 0.561 | 1.4% | -9.1% | -7.7% | 6.3% | NC(=O)C1CCN(c2nc(-c3ccccc3)nc3c2oc2ccccc23)CC1
32 | -4.0% | 4.9% | -3.3% | 3.1% | -0.33 | 0.326 | 0.178 | -0.589 | -0.4% | -7.0% | -6.4% | -1.8% | CN1C(=O)CSC1=NC12CC3CC(CC(C3)C1)C2
33 | -4.4% | 4.5% | 10.6% | 3.4% | -0.11 | -0.25 | 0.0674 | 0.269 | -5.5% | -16.9% | 2.9% | 6.0% | C=CCNC(=S)NCC1COc2ccccc2O1 (stereo unspecified)
34 | 10.1% | -8.4% | -4.3% | 8.5% | -0.214 | -0.225 | 0.505 | 1.03 | 0.7% | -2.2% | -7.2% | 0.9% | Cn1cc([N+](=O)[O-])c(C(=O)N/N=C/c2ccccc2)n1
35 | 0.9% | · | · | 4.0% | -0.332 | -0.189 | -0.196 | 0.192 | 2.2% | · | -4.9% | 7.2% | O=C(O)c1ccc(OCC(O)Cn2c3ccccc3c3ccccc32)cc1 (stereo unspecified)
36 | 0.3% | 6.8% | 6.1% | -1.6% | 0.0982 | -0.146 | 0.162 | 0.54 | 1.1% | -2.5% | 2.9% | 8.1% | O=C(CCn1c(=O)c2sccc2n(Cc2cc(=O)n3ccccc3n2)c1=O)NCc1ccco1
37 | -2.3% | -6.6% | -0.7% | 10.3% | -0.857 | -0.0821 | -0.505 | -0.816 | -1.1% | -5.6% | -4.7% | -1.8% | COc1ccc(N2CCN(C(=O)Cn3c(=O)[nH]c4ccccc4c3=O)CC2)cc1
38 | 6.2% | 0.1% | 1.4% | -13.0% | 0.29 | -0.165 | -0.115 | 0.348 | 4.1% | -4.8% | -2.2% | -8.4% | CCC(C)[C@H](NC(=O)N1CCCC1)C(=O)O (stereo partly specified)
39 | 5.3% | 14.9% | 20.9% | -3.3% | -1 | 0.442 | -0.174 | 0.771 | 1.0% | -6.3% | -9.6% | -9.2% | C=CCn1c(=O)c(C(=O)NCCNCC)c(O)c2ccccc21

Laid out differently: entries from further up
Every second line gives: AID2073, human PMI inhibition, PMI inhibition, M17LAP inhibition, Dynein cargo inh, Dynein cargo inh cytoplasmic EGFP, Dynein cargo inh nuclear GR-EGFP, Dynein cargo inh cell count, SIAH1 antagonists, XIAP antagonists, LYP phosphatase, P. falciparum M1AAP
35: O=C(O)c1ccc(OCC(O)Cn2c3ccccc3c3ccccc32)cc1 (stereo unspecified)
 : 0.9%, ·, ·, 4.0%, -0.332, -0.189, -0.196, 0.192, 2.2%, ·, -4.9%, 7.2%
23: CCCc1cc(=O)oc2cc3oc(C)c(C)c3cc12
 : 9.1%, 10.1%, 4.7%, 1.0%, -0.639, 0.384, -0.438, 1.02, 3.9%, -2.0%, -5.2%, 3.9%
32: CN1C(=O)CSC1=NC12CC3CC(CC(C3)C1)C2
 : -4.0%, 4.9%, -3.3%, 3.1%, -0.33, 0.326, 0.178, -0.589, -0.4%, -7.0%, -6.4%, -1.8%
30: Cn1c(SC/C=C/c2ccccc2)nnc1-c1cnccn1
 : -9.1%, 8.7%, 11.0%, 11.2%, -0.0308, -0.25, -0.287, 0.756, 1.5%, 0.9%, -2.9%, 22.3%
